LYP phosphatase = PTPN22 lymphoid phosphatase activity blockers – biochemical, fluorescence intensity, uHTS (AID 1779) | recombinant LYP phosphatase, fluorescence intensity; higher % means a stronger effect | inhibition, % at 11.5 µM, or IC50 in µM where a hit was titrated | 290,000 tested, 0.054% active;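 also: plate controls were vehicle with enzyme for no effect and no enzyme for full effect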
M17LAP inhibition = P. falciparum M17LAP inhibitors, primary screen, biochemical, fluorogenic H-Leu-NHMec substrate, 1536-well (AID 1619); 220,000 tested, 0.38% active; recombinant M17LAP, H-Leu-NHMec fluorogenic kinetic assay; higher % means a stronger effect; inhibition, % at 30 µM, or IC50 in µM where a hit was titrated;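 active = compound inhibiting the enzyme by more than half at any dose during confirmatory dose-response retesting; inconclusive = strong single-dose inhibitors picked by rank but not retested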;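 also: plate controls were full reaction with DMSO carrier for no effect and no enzyme background for full effect; strong numbers were not always called active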
AID2073 = inhibitors of Mint1-CaV2.2 protein interaction, biochemical, HTRF (AID 2073); HTRF protein-protein interaction, Mint1-CaV2.2; higher % means a stronger effect; 290,000 tested, 0.19% active; inhibition, % at 20 µM; hits with a dose series show IC50 in µM; in the data active = inhibition mostly above about 51%, no sharp cut-off; inconclusive = no clear call, values can overlap the other calls; inactive = mostly below about 53%; also: some results filed as inactive read as strong as hits
Dynein cargo inh = dynein cargo transport inhibition; 3617.4 mouse cells, GR-EGFP nuclear translocation imaging; test concentration mostly 20 µM; stimulated with dexamethasone, 1 µM; hits give low values; 220,000 tested, 0.47% active; z-score, hits read low; AID 1381;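 active = plate z-score of nuclear minus cytoplasmic receptor signal below a set negative limit, without overly bright fluorescence or cell loss, cut at about -3.5 in these data, passing the limit was not always enough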;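 also: z-score of nuclear minus cytoplasmic ring GR-EGFP intensity difference per well; some compounds called inactive have numbers as strong as hits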
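Buffer or medium – tet-free medium with charcoal-stripped serum · Signal – automated 10x imaging of fixed Hoechst-stained cells · Also added – dexamethasone agonist, 1.0 µM final, for 30 min · Incubation – induction 48 h, compound 1 h, agonist 30 min · Read-out – GR-EGFP nuclear translocation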
XIAP displacement = small molecules displacing peptide from XIAP – biochemical, IAP family, fluorescence polarization (AID 1018); XIAP BIR domain, fluorescence polarization peptide displacement; higher % means a stronger effect; displacement, % at 20 µM, or IC50 in µM where a hit was titrated; 200,000 tested, 0.007% active; in the data active = displacement above about 50%; also: a part of the inactive calls stands beside numbers as strong as those of hits
human PMI inhibition = inhibitors of human PMI, primary screen, biochemical, fluorescence intensity, coupled assay (AID 1209); purified PMI enzyme, coupled fluorescence intensity; higher % means a stronger effect; one-dose inhibition, % at 20 µM; IC50 in µM for titrated hits; 190,000 tested, 0.42% active;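 also: plate controls were DMSO vehicle for no effect and wells lacking substrate for full effect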
M1AAP inhibition = malaria alanyl aminopeptidase activity blockers – biochemical, fluorogenic H-Leu-NHMec substrate, 1536-well (AID 1445); recombinant M1AAP, H-Leu-NHMec fluorogenic kinetic assay; higher % means a stronger effect; inhibition, % at 30 µM, or IC50 in µM where a hit was titrated; 220,000 tested, 0.42% active;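 active = primary inhibition above the hit cutoff, then over 50% inhibition at one or more dose response concentrations, cut at about 23% in these data, passing the limit was not always enough; inconclusive = conflicting primary data, or primary hits not chosen for dose response; inactive = low primary inhibition, or under 50% at every dose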;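 also: plate controls were DMSO full reaction for no effect and no enzyme background for full effect; strong numbers were not always called active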
human PMI inhibitors = human PMI inhibitors, high substrate, primary screen, biochemical, fluorescence intensity, high mannose 6-phosphate (AID 1220) | recombinant PMI enzyme, coupled fluorescence intensity; higher % means a stronger effect | inhibition, % at 20 µM; hits with a dose series show IC50 in µM | 190,000 tested, 0.66% active
Siah-1 displacement = Siah-1 peptide-binding antagonists, primary screen, biochemical, fluorescence polarization, rhodamine-plectin, uHTS (AID 1817) | Siah-1 / rhodamine-plectin peptide fluorescence polarization; higher % means a stronger effect | displacement, % at 20 µM, or IC50 in µM where a hit was titrated | 290,000 tested, 0.02% active;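 active = displacement of at least 50% at 20 µM, with a fluorescence ratio check between 0.3 and a set limit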;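 also: plate controls were Siah plus tracer with DMSO for no effect and tracer alone without Siah for full effect; strong numbers were not always called active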
Dynein cargo inh cytoplasmic EGFP = further read-out of Dynein cargo inh, marked with its call; z-score; measured here: cytoplasmic GR-EGFP intensity; hits give high values
Dynein cargo inh nuclear GR-EGFP = also measured in Dynein cargo inh; calls as there; z-score; measured here: nuclear GR-EGFP intensity;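 lower value marks the stronger effect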
Dynein cargo inh cell count = also measured in Dynein cargo inh; calls as there; z-score; measured here: cell count per field
An asterisk follows results filed as active; ? = inconclusive; / = no result given. Rule as the data show it, unless noted: active = inhibition above about 50%; inactive = the rest.

SMILES | LYP phosphatase | M17LAP inhibition | AID2073 | Dynein cargo inh | Dynein cargo inh cytoplasmic EGFP | Dynein cargo inh nuclear GR-EGFP | Dynein cargo inh cell count | XIAP displacement | human PMI inhibition | M1AAP inhibition | human PMI inhibitors | Siah-1 displacement
CC(C)Cc1nnc(NC(=O)CSc2nc(O)c(Cc3ccccc3)c(=O)[nH]2)s1 | 2% | 0% | 7% | -0.068 | -0.29 | 0.61 | -0.069 | -7.3% | 1% | 0% | 21% | 0%
COc1cc(OC)cc(C(=O)Nn2cc(C(=O)Nc3c(F)cccc3F)c3ccccc3c2=O)c1 | -2% | 15% | -1% | 0.68 | -0.25 | -0.046 | -0.97 | -2.9% | 1% | -1% | 2% | 5%
COc1ccc(C(=O)N2C(=S)NC(=O)/C2=C\c2ccc(C)cc2)cc1 | 0% | 23% | 14% | -0.61 | -0.26 | -0.46 | 0.61 | -12% | 17% | 8% | 7% | 34%
O=C(Nc1cccc2ccccc12)NC1CCCc2ccccc21 (stereo unspecified) | -8% | 10% | -9% | -0.48 | -0.24 | 0.35 | 0.51 | -11% | 12% | 12% | 6% | 2%
COC(=O)c1ccccc1N1C(=O)C2C(C1=O)[C@H]1C=C[C@@H]2C1 (stereo partly specified) | -12% | -2% | ? | 0.94 | -0.22 | 1.1 | -1.4 | -1.0% | 2% | 8% | -5% | -1%
CSc1ccc(/C=N/NC(=O)c2cccc(Cl)c2)cc1 | 2% | 3% | 10% | -0.35 | -0.33 | -0.53 | 0.33 | -3.3% | 3% | 0% | 5% | -3%
CC(C)C(=O)NC(=S)N1CCc2ccccc21 | 7% | 19% | -4% | -0.88 | -0.24 | 0.33 | -0.062 | -2.8% | -8% | 8% | -3% | -4%
CC(C)(C)NC(=O)C(=O)NCc1ccncc1 | -2% | 0% | -4% | 0.6 | -0.22 | 0.46 | -0.082 | -12% | 8% | 20% | 0% | -2%
c1ccc(Cn2c(NCc3ccncc3)nc3ccccc32)cc1 | -7% | 5% | 7% | 3.4 | -0.13 | 1.8 | -2 | -8.9% | / | -5% | / | 0%
c1ccc(N/N=C(\Cc2ncc[nH]2)c2ccccc2)cc1 | -4% | -1% | -8% | -1.1 | -0.29 | 0.11 | -0.059 | -6.5% | -49% | 6% | -128% | 7%
COCCNC(=O)C(c1ccccc1)N(Cc1cccs1)C(=O)Cn1nnc2ccccc21 (stereo unspecified) | 4% | 1% | -2% | 1.7 | -0.19 | 0.79 | -0.45 | -4.2% | -3% | -9% | -3% | -2%
O=C(Nc1ccccc1N1CCCC1)c1cc(Cl)ccc1Cl | -2% | 2% | ? | -0.69 | -0.3 | -0.16 | 0.59 | -1.1% | -8% | 3% | 0% | -3%
Cc1cc(C(=O)CSc2nc3ccccc3o2)c(C)n1CC1CCCO1 (stereo unspecified) | -3% | 15% | -10% | 0.082 | -0.26 | 0.38 | 0.53 | -1.8% | 16% | 5% | 11% | -4%
CCN(Cc1ccccc1)C(=O)C1CCN(C/C(C)=C/c2ccccc2)CC1 | -8% | -5% | -2% | -0.73 | 0.05 | -0.67 | 0.54 | -7.7% | -12% | 4% | -11% | 0%
Cc1nnc(NC(=O)C2CCCN(S(=O)(=O)c3ccccc3C(F)(F)F)C2)s1 (stereo unspecified) | -7% | -3% | -5% | 2.6 | -0.19 | 0.88 | -0.77 | -4.3% | 11% | 3% | 11% | -4%
CCC(C)NC(=O)C1CCCN1S(=O)(=O)c1ccc(Cl)cc1 (stereo unspecified) | -3% | 8% | 15% | -0.78 | -0.24 | -0.88 | 0.083 | -3.7% | 2% | -7% | 2% | -5%
CC1=Nc2cccc([N+](=O)[O-])c2NC(=O)C1 | -7% | 1% | -1% | 0.75 | -0.15 | 0.58 | -0.18 | -4.1% | -11% | 1% | -10% | 7%
Cc1onc(-c2c(F)cccc2Cl)c1C(=O)OCn1nnc2ccccc2c1=O | 4% | 3% | -3% | -1.3 | -0.28 | -0.71 | 0.2 | -4.7% | -6% | 6% | 8% | -4%
CN(C)/C=C/C(=O)c1cccc([N+](=O)[O-])c1 | -2% | 2% | -8% | -0.6 | -0.35 | -0.29 | 0.61 | -4.8% | -15% | 10% | -6% | 1%
Cc1cc(NC(=O)C2CCCCC2)ncc1NC(=O)c1ccccn1 | -3% | -9% | 5% | 0.074 | 0.099 | -0.42 | 0.81 | -1.8% | -5% | 4% | -8% | -4%
CC1CC(NC(=O)/C(C#N)=C/c2ccc[nH]2)CC(C)(C)C1 (stereo unspecified) | 0% | 1% | 8% | 1.3 | -0.12 | 0.89 | -1.9 | / | / | 5% | / | 2%
CN(CC(=O)N1CCCCCC1)S(=O)(=O)c1ccc(Br)s1 | -1% | -1% | 14% | -0.11 | -0.17 | 0.15 | 0.49 | -4.3% | 11% | 9% | 7% | 7%
COc1cccc(/C=N/Nc2ccc(S(=O)(=O)O)cc2)c1O | -9% | -112% | -8% | -0.21 | -0.12 | 0.59 | 0.3 | 0.6% | -35% | 4% | -111% | 0%
CSCC[C@H](NC(=O)Nc1ccc(C)cc1C)C(=O)O | -1% | 20% | 18% | 1.3 | -0.2 | 1.1 | -1.1 | -4.5% | 4% | 1% | 1% | 6%
O=C1C2C(C(=O)N1/N=C/c1ccco1)C1C=CC2C12CC2 (stereo unspecified) | -7% | 6% | -2% | 0.35 | -0.21 | -0.16 | 0.53 | -1.2% | 16% | 0% | 13% | -4%
O=C(c1cccc2c1-c1ccccc1C2)N1CCCCC1 | -7% | 3% | -9% | 0.75 | -0.28 | 0.12 | -0.068 | / | / | -4% | / | 2%
O=C(NCCc1ccc(Cl)cc1)C1CCN(S(=O)(=O)N2CCCCC2)CC1 | -5% | 0% | -1% | -0.58 | -0.019 | -0.47 | 1.4 | -2.5% | 3% | 4% | 10% | 4%
C/C(=N/NC(=O)C(C)n1nc(C)c([N+](=O)[O-])c1C)c1ccc(OCC(N)=O)cc1 (stereo unspecified) | 1% | 6% | 8% | -0.33 | -0.25 | 0.71 | -0.25 | / | / | 6% | / | 11%
O=C(COc1ccc(Br)cc1)N1CCOCC1 | -6% | 2% | 6% | -1.3 | -0.27 | -0.68 | 0.55 | -2.1% | 0% | -3% | -2% | -2%
Cc1ccn2cc(-c3cccc(NC(=O)c4ccccc4)c3)nc2c1 | -4% | -13% | 5% | -0.3 | -0.24 | -0.57 | 0.33 | 5.3% | 0% | 5% | 3% | -9%
CCn1c(SCC(=O)N/N=C/c2ccncc2)nc2ccccc21 | -8% | 5% | 2% | -0.93 | 0.019 | -0.49 | 0.26 | / | / | 11% | / | 1%
CCOc1ccc(CNC(=O)C2CCN(S(=O)(=O)N3CCCC3)CC2)cc1OC | -5% | -2% | 21% | 0.99 | -0.00058 | 0.82 | 0.17 | -3.5% | -11% | 0% | -7% | 1%
CCn1c2ccccc2c2cc(N=C3SC(CC(=O)Nc4ccccc4OC)C(=O)N3CCOC)ccc21 (stereo unspecified) | 2% | -4% | 27% | -0.27 | -0.24 | -0.45 | 0.54 | -6.5% | 19% | -3% | 0% | 1%
CC(NC(=S)Nc1c(Cl)cccc1OC(F)F)C(C)(C)C (stereo unspecified) | -10% | -6% | 0% | -0.33 | -0.24 | -0.42 | 0.49 | -6.7% | 10% | 6% | 3% | 1%
N#Cc1c(N2CCOCC2)nsc1-c1ccc(C(F)(F)F)cc1 | -5% | 1% | 5% | -0.091 | -0.12 | -0.045 | -0.24 | / | / | -2% | / | 3%
CCOc1ccc(-n2c(=O)c3sccc3n(CC(=O)Nc3cccc(OC)c3)c2=O)cc1 | 1% | -5% | 31% | 3 | -0.12 | 1.6 | -1.3 | 2.7% | -7% | 2% | -3% | 1%
Cc1nonc1CC(=O)N1CCc2c([nH]c3ccccc23)C1c1ccccc1F (stereo unspecified) | -2% | -4% | -8% | 0.41 | 0.15 | 0.54 | -1.1 | -4.1% | 14% | 2% | 12% | 17%
Nc1nonc1C(=O)NCCNCc1cc(Br)ccc1OCc1ccc(F)cc1 | -7% | -3% | -6% | -0.16 | -0.21 | 0.085 | 0.052 | 0.8% | 0% | 9% | 0% | 3%
COc1ccccc1C(CC(N)=O)c1ccco1 (stereo unspecified) | 0% | -2% | 3% | 1.1 | -0.19 | -0.42 | -1.1 | -3.0% | -1% | -2% | 0% | -2%
CCCSc1nc(N)cc(=O)[nH]1 | -4% | 3% | -2% | -0.41 | -0.13 | 0.013 | 0.62 | -5.5% | 12% | 5% | 3% | -4%
Cc1ccc(C(C(=O)NCc2ccco2)N(Cc2ccco2)C(=O)CNC(=O)c2ccco2)cc1 (stereo unspecified) | -4% | 6% | -5% | -0.28 | -0.2 | 0.052 | -0.17 | -1.7% | 0% | 19% | 0% | -1%
Cc1ccc(C)n1-c1ccc(N2CCOCC2)nc1 | -3% | 12% | -5% | 0.032 | -0.0049 | -0.32 | -0.35 | -2.2% | 29% | -9% | 26% | 4%
Cc1ccc(C)c(NC(=S)Nc2ncccc2C)c1 | 2% | -3% | 21% | -0.56 | -0.33 | -0.1 | 0.37 | -5.3% | 10% | 4% | 6% | 5%
CCOC(=O)c1c(C)[nH]c(C)c1C(=O)COC(=O)c1cc2ccccc2cc1O | 8% | 1% | ? | -0.26 | -0.23 | -0.28 | 0.2 | -6.3% | 25% | 8% | 21% | 1%
Cc1ccc(SCCC(=O)Nc2cccc(N(C)S(C)(=O)=O)c2)cc1 | -6% | 9% | -3% | 1 | -0.44 | 0.43 | -0.36 | -4.0% | 4% | 2% | 5% | -2%

Compound profiles (already shown). Order of values: LYP phosphatase, M17LAP inhibition, AID2073, Dynein cargo inh, Dynein cargo inh cytoplasmic EGFP, Dynein cargo inh nuclear GR-EGFP, Dynein cargo inh cell count, XIAP displacement, human PMI inhibition, M1AAP inhibition, human PMI inhibitors, Siah-1 displacement
`CC(C)(C)NC(=O)C(=O)NCc1ccncc1` is listed as -2%, 0%, -4%, 0.6, -0.22, 0.46, -0.082, -12%, 8%, 20%, 0%, -2%
`COCCNC(=O)C(c1ccccc1)N(Cc1cccs1)C(=O)Cn1nnc2ccccc21` (stereo unspecified) is listed as 4%, 1%, -2%, 1.7, -0.19, 0.79, -0.45, -4.2%, -3%, -9%, -3%, -2%
`Cc1ccc(C(C(=O)NCc2ccco2)N(Cc2ccco2)C(=O)CNC(=O)c2ccco2)cc1` (stereo unspecified) is listed as -4%, 6%, -5%, -0.28, -0.2, 0.052, -0.17, -1.7%, 0%, 19%, 0%, -1%

Screening data deposited in PubChem BioAssay by several laboratories.

The order is random; about 2.1% have a hit in one of these screens.
